Luc counter = Kinase-Glo luciferase inhibition (counter-screen); Q27757; Kinase-Glo luciferase, ATP luminescence, 8 min; Potency, µM (series often up to 38.3 µM), for the others: at the highest dose activity change, negative = inhibition, hits mostly inhibitors; 200,000 compounds, 0.28% hits; AID 1379; further: potency means the concentration at half of the fitted maximal effect; on the % scale 0 is the no-effect control and ±100 the full control effect; nearly all actives have a fitted effect of over 60% in size
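Light output from Kinase-Glo luciferase with luciferin and 10 uM ATP in 50 mM imidazole pH 7.2, KCl, MgCl2, Tween 20, BSA; compound pin-delivered, 8-min ambient incubation, then luminescence read.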
IMPase Li inh = cell-permeable IMPase inhibitors with lithium potentiation; 210,000 compounds, 0.35% hits; Potency, µM (top dose mostly 59.4 µM), for inactives: top-dose activity, negative = IMPase inhibition, actives largely listed as inhibitors; CHO-M1 cells, IP1 TR-FRET (IP-One), carbachol + lithium;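 further: IP1 builds up when IMPase is blocked and the TR-FRET signal falls; potency means the concentration at half of the fitted maximal effect; plate controls were basal vehicle for no effect and high inhibitor control for full effect; nearly all actives have a fitted effect of over 50% in size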
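Test compounds were applied to CHO-M1 cells previously cultured for 16–30 h at 2000 per well. A small lithium amount accompanied them; after 30 min at 37C, IP1 was quantified by TR-FRET.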
CBFb-RUNX1 inh = CBF-beta/RUNX1 interaction disruption; AlphaScreen CBFb-His/RUNX1-biotin binding, biochemical; Potency, µM (titrated, usually from 59.8 µM), for the others: at the top dose activity, negative = inhibition, most hits filed as inhibitors; 230,000 tested, under 10 active; further: % of control where 0% means no effect
Target sequence (Q01196 whole entry, looked up): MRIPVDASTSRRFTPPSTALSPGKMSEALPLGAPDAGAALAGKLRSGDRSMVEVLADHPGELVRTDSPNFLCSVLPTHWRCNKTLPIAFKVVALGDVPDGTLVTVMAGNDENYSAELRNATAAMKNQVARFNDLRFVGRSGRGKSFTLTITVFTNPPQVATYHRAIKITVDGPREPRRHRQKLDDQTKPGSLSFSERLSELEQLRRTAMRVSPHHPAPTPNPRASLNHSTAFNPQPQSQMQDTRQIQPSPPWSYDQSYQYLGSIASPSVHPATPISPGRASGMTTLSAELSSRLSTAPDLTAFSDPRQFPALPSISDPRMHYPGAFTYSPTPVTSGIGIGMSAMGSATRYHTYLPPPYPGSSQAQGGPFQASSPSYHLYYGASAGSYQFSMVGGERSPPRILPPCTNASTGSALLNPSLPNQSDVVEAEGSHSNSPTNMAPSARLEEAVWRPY
Target sequence (Q13951 whole entry, looked up): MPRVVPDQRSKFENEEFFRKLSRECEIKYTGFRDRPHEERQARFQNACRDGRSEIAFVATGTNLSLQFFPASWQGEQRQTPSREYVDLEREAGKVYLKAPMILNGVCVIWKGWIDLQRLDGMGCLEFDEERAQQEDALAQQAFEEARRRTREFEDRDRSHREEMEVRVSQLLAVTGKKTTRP
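AlphaScreen proximity signal reports loss of binding between His-tagged CBF-beta and biotin-labelled RUNX1, each at 30 nM. Proteins are pre-associated for 20 minutes, compounds added for 15 minutes, then beads for 90 minutes, all at ambient temperature.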
HTT cytoprotect = cytoprotection in Huntington HTT-Q103 PC12 cell model; PC12 HTT-Q103 induced, cytoprotection, ATP luminescence, 40 h; Potency, µM (highest dose often 56.4 µM), inactives show cytoprotection (ATP increase), actives largely listed as activators; 230,000 compounds, 0.14% hits;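 further: potency means the concentration at half of the fitted maximal effect; % of control where 0% means no effect; nearly all actives have a fitted effect of over 45% in size; toxic huntingtin expression switched on by the ecdysone agonist tebufenozide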
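Quantitative HTS on tebufenozide-induced (100 nM) PC12 cells expressing HTTQ103 exon 1–GFP; compounds tested as a concentration series; survival measured via cellular ATP.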
SMN2 splice enh = increases expression of the SMN2 splice variant. 210,000 compounds, 2.8% hits. HEK293 SMN2-luciferase splicing reporter, luminescence, 30-36 h. Potency, µM (top dose mostly 46.1 µM), without a hit: top-dose activity change, positive = activation, actives largely listed as activators; further: potency means the concentration at half of the fitted maximal effect; % of control where 0% means no effect; nearly all actives have a fitted effect of over 55% in size
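HEK293 cells carry an SMN2 minigene-luciferase reporter in which exon 7 inclusion puts luciferase in frame. Cells were seeded at 2000 cells/well, attached for 10-12 hours, then exposed to compounds for 30-36 hours at 37C before ONE-Glo luminescence.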
Lamin A splicing = changes lamin A minigene splicing in HeLa cells | HeLa LMNA splicing GFP/RFP minigene ratio, 48 h | Potency, µM (doses to about 46.1 µM), for inactives: at the highest dose ratio change, negative = inhibition, actives largely listed as inhibitors | 200,000 compounds, 0.01% hits; active means well fitted inhibition curve with a large enough effect in the signal ratio, with a control signal flat, not every such curve was filed as active; inconclusive means small, poorly fitted or top-dose-only effect, or effect the other way, or a change in a side signal; the % refers to the signal ratio; further: potency means the concentration at half of the fitted maximal effect; on the % scale 0 is the no-effect control and ±100 the full control effect
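Read-out is the ratio of GFP to DsRed2 object intensity, acquired by 488 nm laser-scanning cytometry on HeLa lamin A-EGFP minigene reporter cells. Compound incubation 48 hrs at 37 °C in Opti-MEM with 2% FBS; DMSO 0.5% final.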
HTT aggregate = mutant huntingtin aggregation inhibition. PC12 HttQ103-GFP aggregates, Acumen cytometry, 40 h. Potency, µM (titrated, usually from 46.1 µM), for the others: at the highest dose activity change, negative = inhibition, actives largely listed as inhibitors. 220,000 compounds, 1.1% hits. AID 1688; further: potency means the concentration at half of the fitted maximal effect; on the % scale 0 is the no-effect control and ±100 the full control effect; nearly all actives have a fitted effect of over 60% in size
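Inducible Q103 Huntingtin exon 1–GFP PC12 line, 1500 cells/well in phenol red free DMEM with 5% equine and 5% calf serum. Tebufenozide 100 nM induced expression; compounds titrated; aggregates quantified by cytometry.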
Numbers without * were called inactive; ? = inconclusive; / = not tested or not shown; [ ] = another dose, or the depositor's remark. Unless noted, the call rests on the fitted dose curve; in most records, active means well fitted curve in the direction sought with a large enough effect; inconclusive means small, poorly fitted or top-dose-only effect, or another doubt; inactive means no such curve, though single readings can be large; an effect the other way counts as inactive or inconclusive.

Values run as follows: Luc counter | IMPase Li inh | CBFb-RUNX1 inh | HTT cytoprotect | SMN2 splice enh | Lamin A splicing | HTT aggregate
- CCOC(=O)C1C(=O)NC(N2CCN(c3ccccc3)CC2)=NC1c1ccco1 (centres undefined)
  -1% | 19%[38.3 µM] | 1% | 2% | 10% | -2% | -9%
- CCN1C(=O)CC(N2CCC(C(=O)N3CCOCC3)CC2)C1=O (centres undefined)
  2% | 14%[38.3 µM] | 6% | -1% | 3% | 1% | -12%
- Cc1cc([N+](=O)[O-])nn1CCCC(=O)NCc1ccccc1
  1% | -3% | -18% | 11%[10 µM] | -4% | -8% | -1%
- CCN(CC)C(=O)CN(c1ccc(C)cc1)S(=O)(=O)c1ccc(SC)cc1
  -2% | 1%[38.3 µM] | 8% | 9% | 5% | 8% | 6%
- Cc1cccc(C(=O)Oc2ccc(/C=N/NC(=O)Cc3ccc([N+](=O)[O-])cc3)cc2)c1
  0% | 1% | -10% | 1%[10 µM] | 2% | -10% | -7%
- O=C(NCCCC(=O)N1CCOCC1)c1cccnc1
  -3% | -28%[38.3 µM] | -2% | 25% | -5% | -5% | 13%
- CCS(=O)(=O)c1ccc(O)c(NC(=O)COc2ccc(C)cc2)c1
  4% | 2% | -2% | -7%[10 µM] | -9% | 4% | -5%
- O=C1CC(C(=O)Nc2ccc(O)c(C(=O)O)c2)C(c2ccccc2)O1 (centres undefined)
  8% | 21%[38.3 µM] | 3% | -6%[0.074 µM] | 35% | 8% | -18%
- CC(Sc1nnc2ccccn12)C(=O)Nc1ccc2c(c1)OCCO2 (centres undefined)
  / | 13% | 3% | -30%[inhibitor] | / | / | -10%
- COC(=O)[C@@H]1CC2=CC(=O)CC[C@]2(C)[C@@]23O[C@@H]2C[C@@]2(C)[C@@H](CC[C@@]24CCC(=O)O4)[C@H]13
  / | / | / | -18% | / | -14% | 8%
- C=C(C(C)=O)C(O)c1ccc(C(F)(F)F)cc1 (centres undefined)
  2% | 9% | -3% | 19% | 0% | / | /
- Cc1cc(=O)oc2cc(OCC(O)CN3CCc4ccccc4C3)ccc12 (centres undefined)
  2% | 4%[38.3 µM] | 4% | -31% | 11% | -2% | 16%
- Cn1cc(S(=O)(=O)Nc2cccc(F)c2)c(=O)n(C)c1=O
  0% | 23%[38.3 µM] | 8% | -14%[10 µM] | -10% | -12% | -7%
- CCOC(=O)C1=C(CN2CCc3ccccc32)NC(=O)NC1c1ccc(Cl)cc1 (centres undefined)
  -3% | 48%[activator][38.3 µM] | ? | -26% | 2% | -11% | ?
- CCN(CC)CCOC(=O)C1(c2ccc(OC)c(OC)c2)CCCC1
  -3% | 28%[38.3 µM] | 2% | -12% | -13% | 4% | -13%
- Cc1[nH]c(=O)[nH]c(=O)c1S(=O)(=O)N1CCCC(C(=O)N2CCC(Cc3ccccc3)CC2)C1 (centres undefined)
  -2% | 1%[38.3 µM] | 7% | -6% | 3% | -7% | ?
- Cc1n[nH]c(C)c1CCC(=O)N/N=C/c1cccs1
  / | / | -3% | 9%[10 µM] | / | / | 4%[9.22 µM]
- CC(=O)c1c(C)n(-c2ccccc2)c2ccc(OCC(O)CN3CCOCC3)cc12 (centres undefined)
  2% | 1%[38.3 µM] | 2% | -9%[10 µM] | -28% | -6% | ?
- COc1ccc(N2C(=O)CSC2c2ccccc2[N+](=O)[O-])cc1 (centres undefined)
  0% | 19% | -3% | -1% | 20% | / | -3%[9.22 µM]
- CCNc1nc(N2CCCC2)nc(N2CCCC2)n1
  -3% | 20% | 7% | / | -32% | / | /

Next part.
Values run as follows: Luc counter | IMPase Li inh | CBFb-RUNX1 inh | HTT cytoprotect | SMN2 splice enh | Lamin A splicing | HTT aggregate
- CCCC(c1nnnn1Cc1ccc(OC)cc1)N1CCC(C(N)=O)CC1 (centres undefined)
  -2% | -8%[38.3 µM] | 3% | -17% | -5% | -5% | 5%
- O=C(NC1CCCC1)C(c1ccccc1F)N(C(=O)c1ccco1)C1CCCC1 (centres undefined)
  -2% | -8%[38.3 µM] | -13% | -18% | 12% | -1% | 6%
- C=CC(=O)OCCCC
  / | -10% | 7%[21.7 µM] | -6% | 4% | / | /
- CC(=O)c1c(N2CCN(C(=O)C3CCCO3)CC2)nc(=S)n(-c2ccccc2)c1C (centres undefined)
  3% | -9%[38.3 µM] | 0% | 11% | -17% | 2% | -4%
- CC(C(=O)O)n1cnc2sc3c(c2c1=O)CCCC3 (centres undefined)
  4% | -1% | 2% | 9%[10 µM] | 2% | 7%[46 µM] | 12%[9.22 µM]
- C=C1C(=O)C=C[C@]2(C)C[C@@H]3OC(=O)[C@](C)(O)[C@H]3C[C@@H]12
  / | / | 4% | ? | / | / | ?
- COc1ccc(CCNC(=O)COC(=O)C2CCCCC2)cc1
  0% | -1% | ? | 22%[10 µM] | 4% | -2% | -4%
- COC(=O)c1cn(NC(=O)c2cccc(N(C)C)c2)c(=O)c2ccccc12
  -5% | -3%[38.3 µM] | -10% | -9% | -4% | 10% | -10%
- Cc1ccc(S(=O)(=O)N2CCC(C(=O)Nc3nnc(C45CC6CC(CC(C6)C4)C5)s3)CC2)cc1
  -1% | 4%[38.3 µM] | 1% | -13% | -5% | 9% | 3%
- Nc1nonc1-c1nc2ccccc2n1CC(=O)N/N=C/c1ccc(-c2cccc(C(=O)O)c2)o1
  1% | -3% | -28% | / | 14% | / | 22%
- CC(C)C(=O)NC(NC(=S)Nc1ccc(S(N)(=O)=O)cc1)C(Cl)(Cl)Cl (centres undefined)
  1% | 9% | 0% | 20%[10 µM] | ? | 10% | 32%
- CCOC(=O)N1CCC(=NNc2nc3ccccc3s2)CC1
  / | / | -5% | 6%[10 µM] | / | / | 5%[9.22 µM]
- O=C(Nn1cnnc1)c1cc2c(s1)CCCCC2
  -5% | 10%[38.3 µM] | -2% | -32%[inhibitor] | ? | 3% | -11%
- CN(CC(=O)OCC(=O)NCC(F)(F)F)S(=O)(=O)c1ccc(Cl)cc1
  -1% | -7% | -12% | -19% | -11% | / | -4%
- Oc1ccccc1/C=N/NC(=S)NC1CC2CCC1C2 (centres undefined)
  / | / | -27% | 2%[10 µM] | / | ? | 2%[9.22 µM]
- CCOc1ccc(Br)cc1CNc1ccc2c(c1)OCCO2
  -1% | 15% | ? | 10%[10 µM] | -18% | -7%[46 µM] | -2%
- O=C(CCN1C(=O)C2C3C=CC(C3)C2C1=O)NCC1CCCO1 (centres undefined)
  3% | 3% | 8% | 22%[10 µM] | 3% | 1% | 10%
- c1coc(-c2nc3ccccc3nc2-c2ccco2)c1
  -2% | 5%[38.3 µM] | -14% | -47%[inhibitor] | -13% | -9% | 11%
- CC(=O)Nc1ccc([N+](=O)[O-])cn1
  -8% | 5%[38.3 µM] | -4% | 1% | -3% | 9% | -7%
- COCCN1C=C(C(=O)OC)C(c2ccccc2C(F)(F)F)C(C(=O)OC)=C1
  -2% | -4%[38.3 µM] | 25% | ? | 3% | 3% | 2%

Following part.
Values run as follows: Luc counter | IMPase Li inh | CBFb-RUNX1 inh | HTT cytoprotect | SMN2 splice enh | Lamin A splicing | HTT aggregate
- Clc1ccc(-c2nc(-c3cc4cc(Cl)ccc4o3)cs2)cc1
  / | / | 22% | -6%[10 µM] | / | / | -9%[9.22 µM]
- N[C@H](C(=O)O)C1C(C(=O)O)C1C(=O)O (some centres undefined)
  / | -8% | ? | -43%[inhibitor] | 14% | / | /
- COc1cc(C(=O)O)cc(Br)c1OC1CCCC1
  3% | 21%[38.3 µM] | 6% | 10% | 6% | -10% | 5%
- COc1cc(NS(=O)(=O)c2ccc(NC(=O)COc3ccccc3Cl)cc2)nc(OC)n1
  -4% | 4%[38.3 µM] | 2% | -7%[0.074 µM] | 16% | 13% | ?
- COc1cc(C)ccc1Oc1nc(-c2ccccc2O)nc2ccccc12
  / | / | 7% | 21%[10 µM] | / | / | 6%[9.22 µM]
- CC(C)(C)NC(=O)NC(=O)COC(=O)Cc1ccc(Cl)cc1Cl
  -2% | 16% | 11% | / | 9% | ? | ?
- COc1cc(CNn2nnnc2N)cc(Br)c1OCC(=O)NC(C)(C)C
  -3% | 0%[38.3 µM] | 3% | 17% | 12% | 7% | 1%
- OC1O[C@H](c2ccc3c(c2)OCO3)[C@H]2CO[C@H](c3ccc4c(c3)OCO4)[C@@H]12 (some centres undefined)
  / | / | 0% | 12%[10 µM] | / | / | -11%[9.22 µM]
- CC1CCc2nn(CC(=O)Nc3c(F)cc(F)cc3Br)cc2C1 (centres undefined)
  -2% | 2%[38.3 µM] | -2% | -9% | -27% | -9% | -22%
- Cc1cc(=O)n(CC(=O)Nc2cc(Cl)ccc2C)c(C(C)C)n1
  0% | 1% | 2% | 18%[10 µM] | -4% | 3%[46 µM] | 1%
- O=C1Cc2ccccc2N1c1ccccc1
  0% | -4%[38.3 µM] | 9% | -2%[0.074 µM] | 5% | 1% | 2%
- O=C(O)CC1(C(=O)O)CCCCC1
  -5%[7.66 µM] | 6% | / | 22%[10 µM] | -14%[9.22 µM] | / | /
- COc1cccc(Cl)c1NC(=O)N1CCN(c2cc(C)nc3ccccc23)CC1
  / | / | 5% | 18%[10 µM] | / | / | 4%[9.22 µM]
- CC(C)CCn1nnnc1CN1CCN(c2ccccc2)CC1
  2% | 3% | 2% | -15%[10 µM] | -1% | / | -20%[9.22 µM]
- O=C(c1csnn1)N1CCC2(CCCN(c3ccccn3)C2)CC1
  -1% | 21% | / | -19% | -2% | / | /
- CCOC(=O)c1cc(-c2ccccc2)sc1NC(=O)C(C)OC(=O)c1cccnc1OCC (centres undefined)
  5% | -15% | 7% | 28%[1.9 µM] | -6% | -10% | -1%
- COc1ccc(-c2nnn(-c3ccc(Cl)cc3Cl)c2N)cc1
  / | / | -1% | 20%[10 µM] | / | / | 18%[9.22 µM]

2 compounds picked at random from the list so far, as already listed:
Values run as follows: Luc counter | IMPase Li inh | CBFb-RUNX1 inh | HTT cytoprotect | SMN2 splice enh | Lamin A splicing | HTT aggregate
- O=C(O)CC1(C(=O)O)CCCCC1
  -5%[7.66 µM] | 6% | / | 22%[10 µM] | -14%[9.22 µM] | / | /
- CCOC(=O)c1cc(-c2ccccc2)sc1NC(=O)C(C)OC(=O)c1cccnc1OCC (centres undefined)
  5% | -15% | 7% | 28%[1.9 µM] | -6% | -10% | -1%

Source: PubChem BioAssay (National Center for Advancing Translational Sciences (NCATS))
